# Compound activity from PubChem.
# IMPase Li inh: qHTS Assay for Identifying the Cell-Membrane Permeable IMPase Inhibitors: Potentiation with Lithium; 210,000 tested, 0.35% active; AID 1457, 2008; Potency, µM (doses to about 59.4 µM), for the others: at the highest dose activity, negative = IMPase inhibition, actives largely listed as inhibitors; CHO-M1 cells, IP1 TR-FRET (IP-One), carbachol + lithium;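 also: IP1 builds up when IMPase is blocked and the TR-FRET signal falls; potency is read from the fitted curve at half-maximal effect; plate controls were basal vehicle for no effect and high inhibitor control for full effect; nearly all actives have a fitted effect of over 50% in size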
#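 Readout is a homogeneous TR-FRET IP1 immunoassay (Ex 320, Em 665 and 620), where raised cytosolic IP1 lowers signal. Cells were CHO-M1 treated 30 min at 37C with test compounds plus a little lithium; AC50 values came from Hill-equation fitting.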
# LMNA splice mod: qHTS Assay for Modulators of Lamin A Splicing. 200,000 tested, 0.01% active. HeLa LMNA splicing GFP/RFP minigene ratio, 48 h. Potency, µM (series often up to 46.1 µM), for inactives: top-dose ratio change, negative = inhibition, hits mostly inhibitors; active = well fitted inhibition curve with a large enough effect in the signal ratio, with a control signal flat, not every such curve was filed as active; inconclusive = small, poorly fitted or top-dose-only effect, or effect the other way, or a change in a side signal; the % refers to the signal ratio; also: potency is read from the fitted curve at half-maximal effect; % is scaled to controls: 0 for no effect and ±100 for the full control effect
#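 S3 HeLa stable clones carrying a lamin A-EGFP splicing minigene plus DsRed2 were seeded at 600 cells/well in Opti-MEM with 2% FBS, pin-dosed and incubated 48 h at 37°C. Acumen cytometry (488 nm) gave the GFP/RFP total-intensity ratio.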
# CBFb-RUNX1 inh: qHTS Assay for Compounds Blocking the Interaction Between CBF-beta and RUNX1 for the Treatment of Acute Myeloid Leukemia | Potency, µM (titrated, usually from 59.8 µM), for inactives: top-dose activity, negative = inhibition, hits mostly inhibitors | 230,000 tested, under 10 active | AID 1477, 2009 | AlphaScreen CBFb-His/RUNX1-biotin binding, biochemical | Runt-related transcription factor 1 (Homo sapiens) + Core-binding factor subunit beta …; also: % of control where 0% means no effect
# Target sequence (Q01196 whole entry, looked up): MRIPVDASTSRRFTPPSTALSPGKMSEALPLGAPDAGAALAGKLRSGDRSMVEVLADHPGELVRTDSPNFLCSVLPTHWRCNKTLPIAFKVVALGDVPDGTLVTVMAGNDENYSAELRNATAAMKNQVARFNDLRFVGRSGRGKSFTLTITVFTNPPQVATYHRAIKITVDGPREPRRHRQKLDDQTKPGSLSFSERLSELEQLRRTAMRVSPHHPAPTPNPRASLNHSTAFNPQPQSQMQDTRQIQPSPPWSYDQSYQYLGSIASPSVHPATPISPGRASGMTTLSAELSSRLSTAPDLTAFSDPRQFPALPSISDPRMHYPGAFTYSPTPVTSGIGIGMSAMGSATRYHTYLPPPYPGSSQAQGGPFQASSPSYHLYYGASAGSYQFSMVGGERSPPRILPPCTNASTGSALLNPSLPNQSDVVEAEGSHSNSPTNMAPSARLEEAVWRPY
# Target sequence (Q13951 whole entry, looked up): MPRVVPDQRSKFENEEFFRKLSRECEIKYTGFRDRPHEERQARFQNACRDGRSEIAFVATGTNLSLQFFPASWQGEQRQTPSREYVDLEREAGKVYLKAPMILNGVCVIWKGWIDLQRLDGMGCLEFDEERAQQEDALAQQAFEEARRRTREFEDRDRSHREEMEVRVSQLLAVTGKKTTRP
#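 Proteins preincubated together for 20 min at RT before compound addition; 15 min later, nickel and streptavidin beads were added and left 90 min prior to AlphaScreen measurement.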
# HttQ103 aggreg: qHTS Multiplex Assay to Identify Dual Action Probes in a Cell Model of Huntington: Aggregate Formation (GFP); PC12 HttQ103-GFP aggregates, Acumen cytometry, 40 h; Potency, µM (titrated, usually from 46.1 µM), for inactives: at the top dose activity change, negative = inhibition, most hits filed as inhibitors; 220,000 tested, 1.1% active; also: potency is read from the fitted curve at half-maximal effect; % is scaled to controls: 0 for no effect and ±100 for the full control effect; nearly all actives have a fitted effect of over 60% in size
#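 Ecdysone-promoter PC12 model expressing HTT exon 1 Q103 fused to GFP, induced by tebufenozide at 100 nM final. Compounds titrated; aggregates sized 1–25 µm scored on a 488 nm laser cytometer.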
# HTT cytoprotect: qHTS Multiplex Assay to Identify Dual Action Probes in a Cell Model of Huntington: Cytoprotection (ATP); Potency, µM (titrated, usually from 56.4 µM), for the others: cytoprotection (ATP increase), hits mostly activators; PC12 HTT-Q103 induced, cytoprotection, ATP luminescence, 40 h; 230,000 tested, 0.14% active;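 also: potency is read from the fitted curve at half-maximal effect; % of control where 0% means no effect; nearly all actives have a fitted effect of over 45% in size; toxic huntingtin expression switched on by the ecdysone agonist tebufenozide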
#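 Rat PC12, Q103 Htt exon1-GFP fusion, ecdysone promoter; tebufenozide inducer 100 nM final; compound titration; qHTS, 1500 cells/well; ATPlite luminescent read.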
# KinaseGlo FLuc: Counterscreen for Luciferase (Kinase-Glo TM) Inhibition; Kinase-Glo luciferase, ATP luminescence, 8 min; Potency, µM (series often up to 38.3 µM), for inactives: at the top dose activity change, negative = inhibition, actives largely listed as inhibitors; 200,000 tested, 0.28% active; also: potency is read from the fitted curve at half-maximal effect; % is scaled to controls: 0 for no effect and ±100 for the full control effect; nearly all actives have a fitted effect of over 60% in size
#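 Light output from Kinase-Glo luciferase with luciferin and 10 uM ATP in 50 mM imidazole pH 7.2, KCl, MgCl2, Tween 20, BSA; compound pin-delivered, 8-min ambient incubation, then luminescence read.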
# SMN2 splice up: qHTS Assay for Enhancers of SMN2 Splice Variant Expression; 210,000 tested, 2.8% active; HEK293 SMN2-luciferase splicing reporter, luminescence, 30-36 h; Potency, µM (doses to about 46.1 µM), inactives show top-dose activity change, positive = activation, actives largely listed as activators; also: potency is read from the fitted curve at half-maximal effect; % of control where 0% means no effect; nearly all actives have a fitted effect of over 55% in size
#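 HEK293 cells carry an SMN2 […]–luciferase reporter in which exon 7 inclusion puts luciferase in frame. Cells were plated 10-12 h before compound addition, then incubated 30-36 h at 37C. ONE-Glo luminescence was read; sodium butyrate at 4.5 mM final served as control.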
# Active calls of the source: *; ? = inconclusive; nt = not tested or not shown; [ ] = another dose, or the depositor's remark. Unless noted, calls follow the shape of the dose curve; as a rule, active = well fitted curve in the direction sought with a large enough effect; inconclusive = small, poorly fitted or top-dose-only effect, or another doubt; inactive = no such curve, though single readings can be large; an effect the other way counts as inactive or inconclusive.
SMILES,IMPase Li inh,LMNA splice mod,CBFb-RUNX1 inh,HttQ103 aggreg,HTT cytoprotect,KinaseGlo FLuc,SMN2 splice up
CC1CCCCN1CCn1c(=S)[nH]c2cc3c(cc2c1=O)OCO3 (configuration not stated),1.5%,nt,-1.6%,-12.0%,-31.3%[inhibitor],-0.9%,2.3%
Cc1ccc2c(c1)cc(CN(Cc1ccco1)C(=O)N1CCOCC1)c1nnnn12,7.9%,?,0.3%,39.4%[9.22 µM],22.5%[10 µM],1.6%,nt
O=C(/C=C/c1ccc(F)cc1)NC(=S)N1CCOCC1,17.5%,nt,0.8%,-5.6%[9.22 µM],-0.2%[10 µM],-0.5%,nt
COc1cc(CCC(=O)O)on1,nt,nt,2.0%,15.5%[9.22 µM],5.7%[10 µM],nt,nt
CC(=O)ON(C(C)=O)S(=O)(=O)c1ccc(Cl)cc1,0.3%,nt,-6.7%[21.7 µM],nt,-7.9%,4.4%,nt
Cc1ccc(Cn2ncc3c(N4CCN(CC#N)CC4)ncnc32)cc1,15.2%,?,6.6%,9.5%[9.22 µM],27.9%[10 µM],-0.7%,nt
C/C(=N\NC(=O)c1ccccc1)c1ccccc1F,-1.4%,-18.3%[46 µM],-0.7%,7.2%,-43.0%[inhibitor],-21.8%,5.62µM*
CCC(C)c1c(O)nc(SCC(=O)Nc2ccccc2)[nH]c1=O (configuration not stated),5.7%[38.3 µM],16.2%,-2.4%,26.0%,2.4%,-5.2%,10.0%
CN=c1sc2ccccc2n1CC(O)COc1ccccc1 (configuration not stated),4.7%[38.3 µM],?,2.9%,5.0%[9.22 µM],-4.9%,0.0%,12.0%
CCOC(=O)C1C(c2ccc(O)c(O)c2)NC(=S)NC1(O)C(F)(F)F (configuration not stated),1.0%,-17.6%,6.1%,-5.2%,-12.6%[10 µM],-1.5%,19.1%
c1cn(-c2ncnc3ccc(-c4ccoc4)cc23)cn1,-2.1%,?,nt,nt,2.51µM*,nt,nt
COc1cc(C2C(C#N)=C(N)OC3=C2C(=O)CC(C)(C)C3)cc([N+](=O)[O-])c1O (configuration not stated),nt,nt,-2.6%,-18.6%[9.22 µM],-2.9%[10 µM],nt,nt
O=C(Nc1cccc(-c2ccc3nncn3n2)c1)c1ccco1,-10.0%,nt,-8.9%,-30.0%,-52.5%[inhibitor],1.5%,10.4%
O=C(O)c1ccccc1-c1csc(-c2ccccc2)n1,-2.6%,-1.4%[46 µM],3.8%,1.8%,-33.8%[inhibitor],-0.3%,?
COCCN(C(=S)Nc1ccc(C)cc1C)C(C)c1cccs1 (configuration not stated),4.4%,nt,9.8%,7.7%,-7.8%,6.3%,-4.3%

# Whole records, quoted from the list. Order of values: IMPase Li inh, LMNA splice mod, CBFb-RUNX1 inh, HttQ103 aggreg, HTT cytoprotect, KinaseGlo FLuc, SMN2 splice up
# Shown for c1cn(-c2ncnc3ccc(-c4ccoc4)cc23)cn1 = -2.1%, ?, nt, nt, 2.51µM*, nt, nt
# Shown for CCOC(=O)C1C(c2ccc(O)c(O)c2)NC(=S)NC1(O)C(F)(F)F (configuration not stated) = 1.0%, -17.6%, 6.1%, -5.2%, -12.6%[10 µM], -1.5%, 19.1%
# Shown for COc1cc(CCC(=O)O)on1 = nt, nt, 2.0%, 15.5%[9.22 µM], 5.7%[10 µM], nt, nt
# Shown for Cc1ccc(Cn2ncc3c(N4CCN(CC#N)CC4)ncnc32)cc1 = 15.2%, ?, 6.6%, 9.5%[9.22 µM], 27.9%[10 µM], -0.7%, nt
# Shown for C/C(=N\NC(=O)c1ccccc1)c1ccccc1F = -1.4%, -18.3%[46 µM], -0.7%, 7.2%, -43.0%[inhibitor], -21.8%, 5.62µM*

# Going on with the list.
SMILES,IMPase Li inh,LMNA splice mod,CBFb-RUNX1 inh,HttQ103 aggreg,HTT cytoprotect,KinaseGlo FLuc,SMN2 splice up
CN(C)/C=N/c1nccc(-c2cccs2)n1,7.5%,nt,-10.1%,-19.6%,-33.8%[inhibitor],-2.9%,-8.4%
N=c1n(CCN2CCCC2)c2ccccc2n1CC(O)c1ccc(Cl)c(Cl)c1 (configuration not stated),17.3%,?,12.5%,-24.9%[9.22 µM],-70.1%[inhibitor][10 µM],-3.0%,nt
CCOc1ccc(NC(=S)NCc2nc3ccccc3[nH]2)cc1,-6.1%,nt,-0.6%,-10.7%,-9.2%,-0.3%,11.0%
CCOC(=O)C1=C(N)n2c(s/c(=C\c3cccs3)c2=O)=C(C(=O)OCC)C1c1cccs1 (configuration not stated),-4.3%[38.3 µM],?,-1.9%,16.1%,-73.9%[inhibitor],1.2%,-29.5%
CC(=O)OCc1c(C)cc(C)c(/C=C(/C#N)C(N)=O)c1C,-0.6%,nt,1.2%,-19.3%[9.22 µM],2.1%[10 µM],4.6%,5.1%
CCN(CC)CCN(Cc1cc2cc(C)ccc2[nH]c1=O)C(=S)Nc1ccccc1,16.2%,-6.3%[46 µM],5.0%,nt,nt,0.4%,-23.3%
COc1ccc(OC)c(S(=O)(=O)NCc2cn3c(C)csc3n2)c1,17.8%[38.3 µM],0.8%,9.7%,-9.0%,-1.9%,-0.4%,-3.9%
Cc1cc2c(cc1C)NC(c1ccccn1)C1=C(CC(C)(C)CC1=O)N2 (configuration not stated),14.2%[38.3 µM],?,9.2%,8.6%,18.6%[10 µM],0.3%,20.0%
Cc1cc(N2CCN(Cc3nc(-c4ccc(F)cc4)oc3C)CC2)cc(C)n1,8.5%,nt,18.6%,1.4%[9.22 µM],1.1%[10 µM],nt,nt
O=C(O)CSc1ncnc2scc(-c3ccccc3)c12,nt,nt,7.7%,7.2%[9.22 µM],-12.2%[10 µM],nt,nt
CC1(C)CC(n2c(=S)[nH]c3ccccc3c2=O)CCO1 (configuration not stated),-6.1%,-6.3%,8.7%,0.6%,11.0%[10 µM],0.8%,-10.2%
CNC(=O)CC1C(=O)N(C)C(=S)N1NC(=O)c1ccc(Cl)cc1 (configuration not stated),21.8%[38.3 µM],8.7%,4.9%,14.4%,-8.7%,17.6%,?
CC(C)(C)OC(=O)N1CCCC1C(=O)N1CCc2ccccc21 (configuration not stated),-3.0%,-15.0%,-0.7%,6.8%,0.5%[10 µM],-2.9%,-21.1%
CCCCOC(=O)C1=C(C)Nc2nnnn2C1c1ccccc1Cl (configuration not stated),20.1%[38.3 µM],?,-2.0%,-16.5%,7.7%,-4.8%,-15.1%
CCOc1ccc(/C=N/n2cc(-c3ccccc3)[nH]c2=S)cc1,-0.1%,-12.0%[46 µM],-26.5%,18.8%,3.6%,2.4%,24.4%

# Copied from the list:
# HttQ103 aggreg, `CCOC(=O)C1=C(N)n2c(s/c(=C\c3cccs3)c2=O)=C(C(=O)OCC)C1c1cccs1` (configuration not stated) stands at 16.1%
# HttQ103 aggreg, `Cc1cc(N2CCN(Cc3nc(-c4ccc(F)cc4)oc3C)CC2)cc(C)n1` stands at 1.4%[9.22 µM]

# New compounds follow.
SMILES,IMPase Li inh,LMNA splice mod,CBFb-RUNX1 inh,HttQ103 aggreg,HTT cytoprotect,KinaseGlo FLuc,SMN2 splice up
CCOC(=O)NC(=O)/C(N=Nc1cccc(C(F)(F)F)c1)=C(\C)O,5.7%,-12.1%[46 µM],4.3%,0.4%,29.9%,2.7%,11.1%
Cc1c(NC(=O)CSc2nncc3ccccc23)c(=O)n(-c2ccccc2)n1C,1.6%,-4.4%,-2.5%,30.2%,27.7%[10 µM],-2.7%,-34.5%[inhibitor]
O=C(c1ccco1)N(CCO)Cc1cc2cc3c(cc2[nH]c1=O)OCO3,-8.9%,nt,2.9%,20.4%,nt,1.6%,2.0%
COc1ccc(C)cc1NC(=O)c1ccc(OC(F)F)cc1,-0.6%,?,14.0%,-16.5%,nt,11.1%,-7.4%
CC(C)OCCCNC(=S)Nc1ccc2nc3n(c(=O)c2c1)CCCCC3,5.6%,0.7%[9.22 µM],0.6%,5.9%,-27.0%,0.6%,-11.7%
Cc1nc(-c2ccc(Cl)cc2)sc1C1(C)CC(c2ccc([N+](=O)[O-])cc2)=NO1 (configuration not stated),nt,nt,4.0%,-11.9%[9.22 µM],-11.3%[10 µM],nt,nt
CCOC(=O)CNC(=O)/C=C/c1c(Cl)cccc1Cl,2.4%,3.2%,-1.1%,-1.2%,25.8%[10 µM],2.8%,1.4%
Oc1ccc(CNCc2ccccc2)c2cccnc12,-4.2%,nt,nt,nt,-27.7%[10 µM],1.1%[7.66 µM],-32.2%[9.22 µM]
O=C1NC(Cc2ccccc2)C(=O)N1CC(=O)N1CCCc2ccccc21 (configuration not stated),-7.9%,-0.2%[46 µM],7.5%,9.7%,-8.1%,0.3%,-0.8%
Cc1ccc(Cn2c(C)cc3c(c2=O)C(c2cccs2)C(C#N)=C(N)O3)cc1 (configuration not stated),-10.5%[38.3 µM],-9.0%,-4.5%,-0.5%,-64.1%[inhibitor],-0.8%,-4.5%
Oc1ccc(C(=S)N2CCCCC2)cc1,5.5%[38.3 µM],-0.8%,-0.9%,4.2%,2.1%[10 µM],-4.5%,-10.3%
O=Nc1ccc(NOC(=O)c2ccccc2)cc1,0.3%,6.2%,-9.0%,-17.3%,-6.4%[10 µM],10µM*,-38.2%[inhibitor]
COc1ccccc1CN1C[C@@H]2C[C@@H](c3ccccc3C)N3CCC[C@@]23C1=O,11.7%,nt,2.8%,-5.0%,-6.6%,2.5%,nt
CCCN1C(=O)c2ccc(C(=O)NC3CCCCC3)cc2C1=O,5.9%[38.3 µM],0.4%,8.7%,-5.3%,-10.3%[10 µM],-1.6%,-7.7%
CCOC(=O)N1CCC(N2C(=O)c3ccccc3C2Nc2ccc(C)cc2)CC1 (configuration not stated),7.6%[38.3 µM],-2.1%,-4.4%,-19.3%,-14.4%,-4.8%,13.8%
CCc1cc2c(=O)[nH]c(Cc3ccccc3)nc2s1,13.3%[38.3 µM],-1.7%,-3.4%,-2.7%,-13.4%,17.6%,-19.0%
Nc1nc(C23CC4CC(CC(Cl)(C4)C2)C3)cs1,nt,nt,10.4%,-8.6%[9.22 µM],-8.0%[10 µM],nt,nt
Cn1cnnc1SCc1nnc(-c2ccccc2Br)o1,-7.7%,-0.4%[46 µM],0.8%,3.6%,-25.1%,3.3%,28.4%
